Source: PubChem BioAssay (The Scripps Research Institute Molecular Screening Center)
OXTR potentiator: human OXTR potentiators, primary screen, fluorescence, CHO-OTR cells, Fluo-8 calcium. Oxytocin receptor (Homo sapiens), P30559. Fluo-8 calcium fluorescence, potentiator mode; 0% = oxytocin EC15, 100% = EC100. activation, % at 3 µM. actives 0.061% (n = 320,000);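 active means activation above that plate's cutoff, the mean activation of tested compounds plus 3 SD, cut at about 6.6% in these data, passing the limit was not always enough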;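 further: 100% uses oxytocin at 75 nM as the full agonist control; some results filed as inactive read as strong as hits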
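assay system = CHO-OTR cells, human receptor | schedule = compound 6 min at room temperature before oxytocin, 100 s read | detection = Fluo-8 intracellular calcium fluorescence, ex 470-495, em 515-575 nm | evaluation = normalized max/min fluorescence ratio, % activation | control set = EC15 oxytocin alone as 0%, 75 nM oxytocin (EC100) as 100%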
CHRM1 antagonist: human M1 muscarinic receptor antagonists, primary screen, CHO-K1 cells, Fluo-8 calcium fluorescence, 1536-well. CHO-K1 hM1, ACh EC80 antagonist. actives 1.3% (n = 360,000). inhibition, % at 3 µM;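 active means percent inhibition above its own plate's cutoff, namely the mean of that plate's compound wells plus 3 SD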;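 further: peak over basal fluorescence ratio during 140 s after agonist addition; 0% = ACh EC80 plus DMSO and 100% = DMSO alone without agonist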
Target sequence (P11229 whole entry, looked up): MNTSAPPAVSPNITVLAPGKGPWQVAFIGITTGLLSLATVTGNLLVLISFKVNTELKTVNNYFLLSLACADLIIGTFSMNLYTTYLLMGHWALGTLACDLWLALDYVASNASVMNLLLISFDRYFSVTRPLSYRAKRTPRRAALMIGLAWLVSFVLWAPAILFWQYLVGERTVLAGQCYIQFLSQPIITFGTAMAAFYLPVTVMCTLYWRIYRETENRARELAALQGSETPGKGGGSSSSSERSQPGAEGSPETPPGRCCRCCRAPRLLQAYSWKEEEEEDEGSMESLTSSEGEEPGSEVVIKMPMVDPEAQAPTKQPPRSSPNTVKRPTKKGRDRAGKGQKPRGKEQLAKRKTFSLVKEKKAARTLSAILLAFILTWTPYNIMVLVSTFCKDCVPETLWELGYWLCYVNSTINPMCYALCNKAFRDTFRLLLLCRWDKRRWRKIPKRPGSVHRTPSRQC
CHO parental Ca: ATP-evoked calcium signal inhibitors, parental CHO, primary screen, counter-screen for OX1R antagonist project, cell-based, fluorescence, Fluo-8 calcium dye; parental CHO-K1, ATP-induced calcium, Fluo-8 fluorescence; inhibition, % at 5.6 µM; actives 0.63% (n = 330,000); AID 463079, 2010;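 active means inhibition above that plate's mean sample inhibition plus 3 SD, cut at about 26% in these data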;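 further: 0% = ATP-challenged DMSO wells and 100% = DMSO wells without ATP; some compounds past the cut are filed as inactive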
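Assay system – parental CHO cells · Reagent – ATP stimulus · Detection – intracellular calcium via Fluo-8 no-wash fluorescent dye · Evaluation – percent inhibition of ATP-evoked calcium rise, normalized to controls · Controls – ATP wells versus no-ATP DMSO wells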
M1 ag parental: counter-screen for M1 agonists: effect in parental CHO-K1 cells. activation, % at 3 µM. AID 602248, 2012. actives 0.48% (n = 360,000). Fluo-8 calcium fluorescence; scaled to maximal ATP response, vehicle zero; in the data active means activation above about 15%;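 further: untransfected CHO-K1 host cells lacking M1 receptor as counterscreen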
M1 ag: human M1 muscarinic receptor agonists, primary screen, Fluo-8 calcium fluorescence, CHO-K1 cells, HTS | Muscarinic acetylcholine receptor M1 (Homo sapiens), P11229 | CHO-K1 hM1, agonist mode; 0% DMSO, 100% acetylcholine EC100 | activation, % at 3 µM | actives 0.33% (n = 360,000) | AID 588814, 2011;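 active means activation above the run's mean compound activation plus 3 SD, cut at about 16% in these data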;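 further: peak over basal fluorescence ratio within a 140 s kinetic read after compound addition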
CHO-K1 Ca antag: nonselective inhibitor or artifact in parental CHO-K1 cells; ATP-induced calcium, Fluo-8 fluorescence; inhibition, % at 3 µM; actives 0.6% (n = 360,000);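 active means inhibition above a per-plate cutoff, the plate's mean sample inhibition plus 3 SD, cut at about 24% in these data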;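 further: 0% = DMSO plus EC80 ATP and 100% = DMSO alone without ATP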
TAAR1 antag: human TAAR1 antagonists, primary screen, Fluo-8 calcium fluorescence, CHO RD-HGA16 cells. Trace amine-associated receptor 1 (Homo sapiens), Q96RJ0. antagonist. inhibition, % at 3 µM. actives 1.5% (n = 360,000);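 active means inhibition above a per-plate cutoff, the mean inhibition of test compounds on that plate plus 3 SD, cut at about 49% in these data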;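 further: 0% = DMSO plus EC80 beta-PEA response and 100% = DMSO alone without agonist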
Target sequence (Q96RJ0 whole entry, looked up): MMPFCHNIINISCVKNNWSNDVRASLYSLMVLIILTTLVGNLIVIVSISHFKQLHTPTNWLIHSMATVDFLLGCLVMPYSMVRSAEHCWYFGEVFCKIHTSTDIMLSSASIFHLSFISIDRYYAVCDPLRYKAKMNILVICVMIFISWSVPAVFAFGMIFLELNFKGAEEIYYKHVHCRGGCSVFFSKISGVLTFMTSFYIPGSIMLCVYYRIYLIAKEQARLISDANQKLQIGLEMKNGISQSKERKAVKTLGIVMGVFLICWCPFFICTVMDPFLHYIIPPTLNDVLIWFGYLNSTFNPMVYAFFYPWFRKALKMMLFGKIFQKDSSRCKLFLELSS
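Test system: CHO RD-HGA16 cells bearing hTAAR1 | Reagent: β-PEA, EC80 | Compound dosing: 3 µM, single point | Schedule: Dye loading 75 min at 37 °C, then 30 min room temperature | Signal: Calcium fluorescence with Fluo-8 | Evaluation: Percent inhibition of PEA-evoked calcium signal, max/basal emission ratio | Control set: DMSO-only wells and EC80 β-PEA-stimulated wells | Repeats: Singlicate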
M1 PAM parental: nonselective calcium activators in parental CHO-K1 cells, primary screen, counter-screen for M1 PAM project, cell-based, Fluo-8 calcium fluorescence, full deck, 1536-well; activation, % at 3 µM; AID 602247, 2012; ATP EC20; 0% at ATP EC20, 100% at ATP max; actives 0.02% (n = 360,000);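 active means activation above the run cutoff, the mean activation of all test compounds plus 3 SD, cut at about 40% in these data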;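 further: peak over basal fluorescence ratio in a 140 s read after ATP addition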
TAAR1 agonist: human TAAR1 agonists, primary screen, Fluo-8 calcium fluorescence, CHO RD-HGA16 cells; actives 0.99% (n = 360,000); activation, % at 3 µM; vehicle wells 0%, saturating PEA agonist 100%; AID 624467, 2012;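 active means activation above the mean activation of all test compounds in the run plus 3 SD, cut at about 38% in these data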
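Test system: RD-HGA16 (CHO) cells co-expressing Gα16 and hTAAR1; dosing: one-point dosing at 3 µM (nominal); timing: 17-24 h seeding, 75 min 37 °C dye, 30 min RT; signal: kinetic Fluo-8 calcium fluorescence; read-out basis: % activation relative to PEA EC100 response; controls: DMSO and PEA EC100; replicates: n 1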
* marks the source's active call; other numbers are inactive results; · = no result given.

item	Structure	OXTR potentiator	CHRM1 antagonist	CHO parental Ca	M1 ag parental	M1 ag	CHO-K1 Ca antag	TAAR1 antag	M1 PAM parental	TAAR1 agonist
1	CC1=C(C(=O)OCC2CCCO2)C(c2ccccc2OC(C)C)C2=C(CC(c3ccco3)CC2=O)N1 (stereo not drawn)	-19	-4	-25	0.3	-6	-16	12	6	1
2	COc1ccc2oc(C(=O)OCC(=O)N(C)C3CCCCC3)c(C)c2c1	0	11	-15	3.2	-6	0	14	-9	14
3	COc1ccc(C2OCC3(CO2)SC(N)=NC3=O)cc1 (stereo not drawn)	-1	-26	-9	-0.4	-3	-8	-12	11	4
4	NC(=O)NCC(=O)N1CCN(S(=O)(=O)c2ccc(Cl)s2)CC1	-8	-8	-7	0.8	1	-14	-1	12	1
5	COC(=O)c1sccc1NC(=O)c1ccnn1C	-8	3	-7	0.1	-4	-1	-16	2	0
6	O=C(N/N=C/c1ccccn1)C1CC1	-13	-3	2	-0.2	-1	-7	-2	11	1
7	Cc1ccc(NC(=O)CN(C)C(=O)C(C)OC(=O)CNC(=O)c2ccc(Cl)c([N+](=O)[O-])c2)cc1 (stereo not drawn)	-2	-21	-26	-0.4	-6	3	-16	-13	-2
8	COc1ccc(CCNC(=O)CCCOc2cc(=O)n(C)c3ccccc23)cc1OC	-3	0	-3	0.3	-6	-5	12	-4	0
9	Cc1ccc(S(=O)(=O)Nc2ccc(N3CCOCC3)cc2)cc1	-6	-1	-4	1.1	-4	-8	-8	11	0
10	CCOc1ccc2nc(SCC(=O)Nc3ncccn3)[nH]c2c1	-2	-16	-8	-0.1	-3	9	-24	-2	10
11	O=C1c2ccccc2C(=O)N1/N=C/c1ccc(O)c(O)c1	-3	4	10	0.0	0	2	0	7	-1
12	Cc1ccn2c(-c3n[nH]c(=S)n3C)c(C)nc2c1	2	-12	-6	0.1	-4	-9	-6	18	4
13	COc1ccc(/C=N/n2cncn2)cc1Cn1cc([N+](=O)[O-])cn1	-5	6	-1	0.5	-6	-8	1	16	0
14	Cc1nnc(NC(=O)CSc2ccc(-c3ccco3)nn2)s1	-11	-20	-4	0.6	-5	-16	2	12	-1
15	CCn1nc(C(=O)NNC(=O)c2ccccc2OCc2c(C)noc2C)c2ccccc2c1=O	0	3	-16	3.4	-5	-2	27	3	9
16	NC(=O)COC(=O)/C=C/c1cccc(Br)c1	0	-3	5	1.5	-4	11	12	12	-1
17	Cc1ccc(C(c2nnnn2C(C)(C)C)N2CCC(C)CC2)cc1 (stereo not drawn)	-3	-8	-35	0.3	-5	1	-18	10	-3
18	COC(=O)[C@]1(Cc2ccccc2)N[C@H](c2ccc(-c3ccc(OC)cc3)cc2)[C@@H]2C(=O)N(C)C(=O)[C@@H]21	-10	2	-14	0.9	-1	-11	6	11	2
19	Cc1cc2nc(NC(=O)C3(C)CCN3C(=O)C(C)C)[nH]c2cc1C (stereo not drawn)	·	0	·	0.4	-4	5	3	-14	0
20	COC(=O)[C@]12CCCCC=C1N(Cc1ccco1)C(=O)[C@H](CC(=O)N1CCC(c3ccccc3)CC1)C2	·	·	·	3.8	·	-13	32	-2	5
21	CS(=O)(=O)N(CC(=O)NCc1ccccc1Cl)c1cccc([N+](=O)[O-])c1	-8	8	-9	0.6	-8	-2	-1	-10	4
22	COc1ccc(OC)c(NC(=O)c2ccc(-c3cccs3)cc2)c1	-14	-11	-16	-0.1	-9	0	17	5	-2
23	O=C(CNC(=O)c1ccccc1O)N/N=C/c1ccccn1	-1	-8	2	0.8	-6	-2	-5	12	8
24	COc1ccc([C@H]2/C=C\CN(S(=O)(=O)c3ccc4ccccc4c3)[C@@H](C)C(=O)N2Cc2ccc(F)cc2)cc1	-11	25	-6	0.0	-3	-1	7	-13	1
25	Cc1c(C(N)=O)c(-c2ccccc2)nn1-c1ccccc1	-1	-9	-12	-0.6	-4	-3	-5	1	0
26	COc1ccc(Nc2nc(-c3cccnc3)cs2)c(OC)c1	·	-10	·	0.5	0	-4	2	4	-2
27	CCNC(=S)Nc1ccc2c(c1)c(=O)n(C)n2-c1cc(C)cc(C)c1	·	-27	·	1.3	1	-5	-12	22	3
28	O=S1(=O)C=C(SCc2ccccc2)Nc2ccccc21	-21	-2	-6	6.6	1	-12	2	26	11
29	Cn1cc(CN2CCN(c3ccc(Cl)cn3)CC2)c(-c2ccccc2F)n1	-5	-17	-10	2.6	-5	-4	-16	17	2
30	OCCC1CN(Cc2ccccc2-c2ccco2)CCN1C1CCCC1 (stereo not drawn)	3	0	-18	0.3	-6	-14	-2	17	1
31	Cc1ccc(CN(CC(=O)NCCc2ccccc2)C(=O)CCCC(=O)Nc2cc(C)on2)cc1	0	-10	-27	0.2	-7	-2	7	9	11
32	CN=c1scc(-c2ccccc2F)n1/N=C/c1ccc[nH]1	-7	9	-15	0.6	-7	14	-2	-12	-1
33	COCCN1C[C@@H](CO)O[C@@H](n2cnc3c(NC(C)C)ncnc32)C1	·	11	·	0.3	-2	1	13	-7	0
34	Fc1ccc(C(c2nnnn2Cc2cccs2)N2CCN(C3CCCC3)CC2)cc1 (stereo not drawn)	0	-10	-21	4.1	-6	-7	12	19	18
35	Cc1cc(-c2ccccc2)nc(N2CCC(C(=O)NC(C)C)CC2)n1	1	2	-6	-0.3	-6	-14	-3	-5	1
36	CCN(C(=O)COC(=O)c1cc(S(=O)(=O)Nc2c(C)n(C)n(-c3ccccc3)c2=O)ccc1Cl)C1CCCCC1	-18	4	-23	-0.4	-7	-18	-8	-9	-3
37	COC(=O)/C(=C\Nc1ccc(Cl)cc1Cl)NC(=O)c1ccc(Cl)cc1Cl	-1	-11	-19	0.0	-3	-10	-6	4	-4
38	CS(=O)(=O)c1ccc(Cl)c(NC(=O)COC(=O)c2ccc(F)cc2Cl)c1	2	3	-20	-0.2	-4	0	-24	-3	4
39	COc1ccccc1CNC(=O)N1CCN(c2ccccc2C)CC1	-12	-2	3	1.5	-2	-17	-20	14	3
40	COCC(=O)Nc1ccc2c(c1)[C@@H]1C[C@H](CC(=O)NCc3cccc(F)c3)O[C@@H](CO)[C@@H]1O2	·	-17	·	0.3	-6	-8	4	0	1
41	N#CCSc1nc2scc(-c3cccs3)c2c(=O)n1CCc1ccccc1	-7	-16	-21	0.8	-1	-10	-9	13	12
42	COc1ccc(-c2ccc(C(=O)Nc3ccc(OC)nc3)c3occc23)c(C)c1	·	19	·	1.2	-4	-1	11	9	0
43	CCN(C[C@H]1N[C@@](CC)(C(=O)OC)[C@H]2C(=O)N(Cc3ccccc3)C(=O)[C@@H]12)C(=O)c1ccc(F)cc1	-5	5	-15	6.8	-3	4	47	7	13
44	O=C1c2cccc3cccc(c23)C(=O)N1Cc1ccccn1	·	-5	·	0.2	-4	-10	4	27	0
45	Cn1cc(C(=O)Nc2ccc(Cl)cc2)c(C(F)(F)F)n1	-7	-8	-3	1.6	-7	-11	7	25	3
46	O=C1Nc2ccccc2C(=O)N2C[C@@H](O)C[C@H]12	-7	-13	-3	0.5	-2	-6	-19	15	0
47	CCOc1ccc(-c2nc(C#N)c(NCC3CCCO3)o2)cc1 (stereo not drawn)	-7	1	-13	-0.2	-3	13	-7	10	6
48	CCN(CC)C(=O)CN(c1ccc(Cl)cc1)S(=O)(=O)c1ccccc1	-6	-3	-16	-0.3	-5	17	8	-7	0
49	CCOC(=O)c1cc2c(=O)n3cccc(C)c3nc2n(CCCOC)c1=NC(=O)c1cccnc1	-11	-2	-18	1.9	1	11	35	7	19
50	O=C(c1cc(C2CC2)on1)N1CCN(c2ccc(F)cc2)CC1	1	-4	-3	0.1	-6	0	-4	-5	-1
51	O=C(OCc1c(F)cccc1Cl)c1cnc2ccccc2n1	-3	12	-9	-0.5	-13	-6	-18	-20	2
52	CC(OC(=O)c1cccs1)C(=O)NCc1ccco1 (stereo not drawn)	1	-3	-2	0.1	-3	-19	-11	13	7
53	CS(=O)(=O)N(CC(=O)N1CCCCCC1)c1cccc(Br)c1	-17	-2	-13	0.1	-5	-5	3	2	7
54	O=C(C1CC=CCC1)N1CCCCCC1 (stereo not drawn)	·	-12	·	0.7	-7	-13	-1	9	2
55	O=c1cc(CO)oc(C(Nc2ccccn2)c2ccccc2Cl)c1O (stereo not drawn)	-4	0	8	-0.6	1	-1	10	-11	10
56	Cc1cccc(-c2nc3c(s2)CCc2onc(-c4ccc(Br)cc4)c2-3)c1	-13	-13	-2	0.1	-2	0	10	-3	12

Next structures follow.
item	Structure	OXTR potentiator	CHRM1 antagonist	CHO parental Ca	M1 ag parental	M1 ag	CHO-K1 Ca antag	TAAR1 antag	M1 PAM parental	TAAR1 agonist
57	COc1ccc(-c2cc3c(=O)n(CC(=O)Nc4ccc(Cl)cc4)ncn3n2)cc1	-6	-10	2	1.7	-1	-11	-3	15	1
58	COc1ccc(N2CCN(C(=O)COC(=O)CNC(=O)c3ccc(Cl)cc3Cl)CC2)cc1	-5	-17	-6	2.9	1	1	-27	-7	1
59	Cc1cc(NC(=O)COC(=O)CCn2c(C)csc2=O)c([N+](=O)[O-])cc1C	·	1	·	6.8	-2	-14	7	5	6
60	CC(=O)Nc1ccc(NC(=O)c2ccc(COc3ccccc3)cc2)cc1	-6	-5	5	0.8	-2	-8	-21	9	1
61	CC(C)OC(=O)c1ccc(NCc2cc(O)ccc2O)cc1Cl	·	-6	·	4.2	8	-7	17	18	8
62	CC(C)(C)C1CCc2c(sc(NC(=O)c3ccco3)c2C(N)=O)C1 (stereo not drawn)	-4	12	-8	0.4	-2	14	22	-6	1
63	Cc1ccc(N2C(=O)[C@@H]3C(c4cccnc4)=NO[C@@H]3C2=O)c(C)c1	-2	-22	-19	6.8	3	-9	1	19	1
64	CCn1c(C)cs/c1=N\S(=O)(=O)c1ccccc1	-6	6	-11	0.2	-10	-4	2	13	5
